Source: PubChem BioAssay
Mtb UGM inh: M. tuberculosis UGM enzyme inhibitors, primary screen, biochemical, fluorescence polarization, single point | UDP-galactopyranose mutase (Mycobacterium tuberculosis (strain ATCC 25618 / H37Rv)), … | purified UGM, fluorescence polarization probe displacement | inhibition, % at 10 µM | 320,000 tested, 0.06% active | AID 504406, 2011; in the data active means inhibition above about 10%, passing the limit was not always enough; inconclusive means no clear call, values can overlap the other calls
GDH-TPI counter: GDH-TPI coupling enzyme inhibitors, primary screen, artefact control for M. tuberculosis FBA inhibitor project, biochemical, absorbance, full deck | GDH-TPI coupled enzyme counterscreen, NADH absorbance | inhibition, % at 4.8 µM | 360,000 tested, 1.2% active; in the data active means inhibition above about 30%;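 further: 0% = DMSO wells and 100% = wells lacking the enzyme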
BoNT A protease: BoNT/A light chain protease inhibitors, primary screen, biochemical, flow cytometry, MLPCN library | multiplex microsphere protease substrate cleavage | inhibition, % at 10 µM | 360,000 tested, 0.17% active | AID 588499, 2011; further: plate controls were buffer without enzyme for full effect and enzyme alone for no effect
PfHsp40 rescue: rescue of yeast from PfHsp40 toxicity, primary screen, S. cerevisiae, ATP luminescence | growth rescue, % at 12.5 µM | S. cerevisiae expressing PfHsp40, growth rescue | 340,000 tested, 0.68% active; in the data active means growth rescue above about 28%, passing the limit was not always enough; inconclusive means no clear call, values can overlap the other calls;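 further: yeast W303a lacking pdr1 and pdr3 grown in galactose medium; growth measured after three days at 30 °C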
BioA inh: M. tuberculosis BioA enzyme inhibitors, primary screen, biochemical, plate reader, single point, HTS; 7,8-diaminopelargonic acid synthase BioA (Mycobacterium tuberculosis); purified M. tuberculosis BioA enzyme; inhibition, % at 9.99 µM; 360,000 tested, 0.096% active; in the data active means inhibition above about 40%; inconclusive means no clear call, values can overlap the other calls
Anthrax LF inh2: Bacillus anthracis LF protease inhibitors, primary screen, biochemical, multiplex microsphere, MLPCN library; Lethal factor (Bacillus anthracis), P15917; inhibition, % at 10 µM; AID 588501, 2011; 360,000 tested, 0.12% active; multiplex microsphere protease cleavage assay; further: plate controls were buffer without enzyme for full effect and enzyme alone for no effect
Target sequence (P15917 whole entry, looked up): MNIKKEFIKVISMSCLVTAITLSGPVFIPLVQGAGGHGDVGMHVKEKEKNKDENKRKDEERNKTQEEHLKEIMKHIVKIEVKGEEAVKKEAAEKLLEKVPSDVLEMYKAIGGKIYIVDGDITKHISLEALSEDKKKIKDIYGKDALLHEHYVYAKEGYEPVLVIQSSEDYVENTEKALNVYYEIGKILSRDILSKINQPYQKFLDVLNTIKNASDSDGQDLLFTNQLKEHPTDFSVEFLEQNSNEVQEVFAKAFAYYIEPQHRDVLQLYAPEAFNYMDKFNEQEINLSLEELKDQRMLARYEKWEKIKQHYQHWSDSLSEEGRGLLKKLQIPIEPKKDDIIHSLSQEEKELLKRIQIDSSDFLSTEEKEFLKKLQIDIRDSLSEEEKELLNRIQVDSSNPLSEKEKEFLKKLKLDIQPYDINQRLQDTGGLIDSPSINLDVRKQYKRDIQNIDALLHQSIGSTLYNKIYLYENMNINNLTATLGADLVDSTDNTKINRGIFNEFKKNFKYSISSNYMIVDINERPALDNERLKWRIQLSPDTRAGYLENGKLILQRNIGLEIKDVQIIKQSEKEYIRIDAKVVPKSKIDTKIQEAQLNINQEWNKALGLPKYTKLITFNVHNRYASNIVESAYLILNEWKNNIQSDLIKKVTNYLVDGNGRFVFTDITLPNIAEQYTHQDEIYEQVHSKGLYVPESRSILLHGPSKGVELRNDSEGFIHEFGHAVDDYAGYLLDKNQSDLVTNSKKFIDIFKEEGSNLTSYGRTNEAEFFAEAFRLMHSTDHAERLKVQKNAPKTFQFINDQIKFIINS
FBA Mtb inh: Mtb FBA enzyme inhibitors, primary screen, biochemical, fluorescence, strain H37Rv | inhibition, % at 1 µM | Fructose-bisphosphate aldolase (Mycobacterium tuberculosis (strain ATCC 25618 / H37Rv)), … | AID 588726, 2011 | purified M. tuberculosis FBA, fluorescence read-out | 360,000 tested, 2.3% active; in the data active means inhibition above about 27%;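 further: 0% = vehicle and 100% = reference inhibitor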
BoNT F protease: BoNT/F light chain protease inhibitors, primary screen, biochemical, flow cytometry, MLPCN library; inhibition, % at 10 µM; 360,000 tested, 0.22% active; Multiplex microsphere protease cleavage assay; AID 588497, 2011; Botulinum neurotoxin type F light chain protease (Clostridium botulinum); in the data active means inhibition above about 35%, passing the limit was not always enough; inconclusive means no clear call, values can overlap the other calls; further: plate controls were buffer without enzyme for full effect and enzyme alone for no effect
FadD28 FP inh: inhibitors of FadD28 bisubstrate probe binding, primary screen, biochemical, fluorescence polarization, single point; inhibition, % at 12.5 µM; 360,000 tested, 0.22% active; in the data active means inhibition above about 8.5%, passing the limit was not always enough; inconclusive means no clear call, values can overlap the other calls
Starred values were filed as active, the others as inactive; ? = inconclusive; · = no result given. Unless noted, no stated cut-off is given here; in the data, active means inhibition above about 30%; inconclusive means no clear call, values can overlap the other calls; inactive means below that.

SMILES	Mtb UGM inh	GDH-TPI counter	BoNT A protease	PfHsp40 rescue	BioA inh	Anthrax LF inh2	FBA Mtb inh	BoNT F protease	FadD28 FP inh
Cc1cccc2cc(COC(=O)c3ccccc3)c(=O)[nH]c12	5.6	-1	-0.3	-1.4	1.0	-2	3	4	-4.5
Oc1c(C(c2cccs2)N2CCC3(CC2)OCCO3)sc2ncnn12 (configuration not stated)	2.6	19	-1.5	0.5	-0.5	-4	-3	-6	-1.5
O=c1[nH]c2ccccc2nc1Cc1ccccc1	-0.8	13	-0.4	0.9	·	1	-4	-2	-2.5
C=CCNc1ncnc2c1ncn2[C@H]1CN(Cc2cc(OC)c(OC)c(OC)c2)C[C@@H](CO)O1	·	-1	0.0	·	1.6	-4	-1	0	-2.6
CN(Cc1ccc(Cl)cc1)C(=O)COC(=O)CSc1ccc([N+](=O)[O-])cc1	-1.0	2	0.3	-0.1	0.4	0	-5	?	-2.7
Cc1ccc(S(=O)(=O)NC(=O)COc2ccccc2C)c(C)c1	2.1	5	0.5	1.4	-1.3	0	2	0	-1.3
CC(Oc1ccccc1)C(=O)NN1Cc2ccccc2C1=N (configuration not stated)	0.0	2	-1.8	-0.6	·	0	3	-8	0.3
CC(C)(C)OC(=O)[C@H](Cc1ccccc1)NC(=O)c1[nH]cnc1C(=O)Nc1cccc(Cl)c1	0.2	0	-0.7	1.0	-2.2	-3	-2	-10	-6.4
COCCN1C(=O)/C(=C/c2cc3c(cc2Br)OCO3)NC1=S	-4.0	7	-0.3	0.6	·	4	-6	-4	0.6
C/C(COc1ccccc1)=N\NC(=O)c1nnn(-c2nonc2N)c1-c1ccc(C)cc1	·	16	-0.5	·	0.8	-2	0	-5	-4.1
CCOC(=O)N1CCN(C(=O)c2ccccc2NC(=O)c2ccc(F)cc2)CC1	0.0	3	0.3	1.7	-0.6	1	0	-5	-1.5
Cc1cccc(C)c1NC(=O)CCCCCNS(=O)(=O)c1ccccc1	-1.3	-7	-1.3	2.8	1.6	-5	-7	-4	-1.4
CC(CNCc1ccc2c(c1)OCO2)NCc1ccc2c(c1)OCO2 (configuration not stated)	2.1	-5	-0.7	-0.9	1.2	-8	-2	-9	-3.9
CC(C)c1ccc(C2CC(=O)N3CN(C)CSC3=C2C#N)cc1 (configuration not stated)	1.2	13	0.0	-0.7	-0.4	-8	5	12	-0.8
Nc1ccccc1C(=O)NN=Cc1cccc([N+](=O)[O-])c1	·	·	0.1	·	-5.4	-5	1	8	-0.7
Cc1noc(C)c1COc1ccc(C(=O)OCC(=O)NCCN2C(=O)CSC2=O)cc1	0.7	0	-0.4	0.0	·	-2	1	1	-2.9
CCN1CCN(c2cc(C)c3cc(NC(=O)c4ccc(Br)o4)ccc3n2)CC1	1.0	9	1.2	0.1	-0.7	-10	0	-19	0.2
Nc1nonc1-c1noc(CCCOc2ccc(Cl)cc2Cl)n1	0.6	8	?	0.4	-1.2	-2	-1	-2	1.3
Cc1cc(C)c2nc(NC(=O)c3ccc4c(=O)n5c(nc4c3)CCCCC5)sc2c1	-1.0	1	-0.2	1.6	·	-1	1	-2	-1.6
O=C(CCC(=O)c1cccs1)NCc1cccc(C(F)(F)F)c1	0.7	-1	·	0.0	1.2	·	-2	·	-3.7
CCOC(=O)C1=NOC(COc2ccccc2C=O)C1 (configuration not stated)	-3.4	-1	-1.1	0.0	·	4	2	-1	-2.6
CCOC(=O)C1CCN(C(c2cccc(OC)c2)c2sc3nc(C)nn3c2O)CC1 (configuration not stated)	-2.8	4	-0.9	-0.4	1.4	-5	3	-7	-0.6
CCN(CC(=O)Nc1ccc(NC(C)=O)cc1)C(=O)CN1C(=O)NC2(CCCC2)C1=O	0.5	11	2.3	0.7	-0.6	-5	-3	5	-3.4
CC1C(=O)Nc2ccc(S(=O)(=O)NCc3ccc(Cl)cc3)cc2NC1=O (configuration not stated)	-3.1	2	-1.1	0.4	0.8	-8	2	6	-1.9
CCCCn1c(O)c(C(CC)=Nc2ccc(OC)cc2OC)c(=O)[nH]c1=O	2.9	8	-1.4	0.2	1.4	-23	-1	-12	-0.9
CC(=O)N1c2ccc(S(=O)(=O)NC(CC(=O)O)c3ccc(Br)cc3)cc2CC1C (configuration not stated)	-0.2	-2	-1.2	0.1	-2.1	-1	-2	-3	-4.5
CC[C@@]1(C(=O)OC)N[C@H](CN(C)C(=O)COc2ccccc2)[C@@H]2C(=O)N(Cc3ccccc3)C(=O)[C@@H]21	·	0	-0.4	3.7	-0.7	2	4	-5	-1.4
CC(=O)COc1cc2c(-c3cc4ccccc4o3)cc(=O)oc2cc1C	2.7	16	3.5	0.2	-2.2	-4	2	8	-1.6
Cc1cc(C)c(Nc2ncccc2C(=O)O)c(C)c1	-0.8	-3	0.0	1.3	·	-4	1	4	-1.9
Cc1cc(C)c(C(=O)C(C)OC(=O)C2=COCCO2)cc1C (configuration not stated)	2.1	1	2.0	0.2	0.2	1	1	-1	-0.8
O=C(CNc1cccc([N+](=O)[O-])c1)N/N=C/c1ccc(F)cc1	-0.9	-4	-1.0	0.4	0.0	-10	2	-9	-0.3
Cc1c(C(=O)NCCC#N)sc(=O)n1Cc1ccc(C(=O)N(C)C)cc1	·	1	-0.5	·	21	-3	2	4	-1.2
Cc1cc(C(=O)N/N=C/c2ccccc2Br)no1	-2.4	10	-0.6	-0.3	3.7	1	0	-2	-1.4
CCCCN(C(=O)CCC(=O)O)C1CC(=O)N(c2ccc(OCCC)cc2)C1=O (configuration not stated)	-0.6	-6	-0.2	-1.0	-1.7	5	2	8	-1.8
CCCCCn1c(=O)[nH]c2cc(C(=O)NCCCN3CCC(C)CC3)ccc2c1=O	1.8	0	-1.6	-0.6	-0.1	-5	3	-14	-5.7
COc1cc(NC(=O)c2cccs2)c(OC)cc1NC(=O)CCn1nnc2ccccc21	-0.4	22	0.2	-0.3	·	3	-1	-3	-3.0
COc1ccccc1C1C2=C(N=c3s/c(=C/c4cccc(OCC(=O)O)c4)c(=O)n31)c1ccccc1CC2 (configuration not stated)	0.1	23	0.9	-0.3	·	-1	-4	0	-15
Cc1cc2c(ncn2Cc2ccccc2)c(NS(C)(=O)=O)c1C	0.3	3	-0.2	-1.8	1.8	-1	3	-13	1.3
Clc1cccc(OCCCCCN2CCOCC2)c1	-4.2	4	1.2	1.1	-2.4	6	3	0	-1.8
O=C(NC1CCN(C(=O)c2ccccc2Br)CC1)c1ccccc1	-0.2	6	-1.1	-0.3	14	-5	2	7	·
O=C(CSCC(=O)N1CCCCC1)Nc1nc(-c2cccs2)cs1	-1.7	1	-0.4	0.7	1.3	-2	-1	-2	-1.2
CCOC(=O)C1CCCN(C(=S)NC(=O)c2cc(Br)ccc2Cl)C1 (configuration not stated)	·	-13	2.1	4.4	·	-3	-3	6	0.6
Cc1ccccc1C(=O)O[C@H]1[C@H](Cc2ccccc2)NS(=O)(=O)[C@H]2CC3C=C[C@]12O3	-2.6	9	-0.9	-1.5	-1.5	-4	1	-6	-1.6
O=C(CCCN1C(=O)c2cccc3cccc(c23)C1=O)N1CCN(c2ncccn2)CC1	0.8	6	0.3	0.7	·	-1	5	-2	-2.5
Cc1cccc(-n2ncc3c2CCCC3NC(=O)C2(C(N)=O)CC2)c1C (configuration not stated)	0.9	-2	-1.2	0.5	1.2	3	1	-15	-0.6
CC(c1ccc(O)cc1)(c1ccc(O)cc1)c1ccc(CCBr)cc1	0.5	-11	0.1	-0.9	3.5	6	0	10	-11
COc1ccc(CN(CC(=O)NCc2ccc(F)cc2)C(=O)CCC(=O)Nc2nccs2)cc1	-1.9	3	1.5	0.2	·	4	1	6	-3.1
CCOC(=O)c1c(NC(=O)CSc2nnc(CNc3ccc(F)cc3)o2)sc(C)c1C	4.3	10	-1.9	4.3	-1.7	-2	1	-25	-1.4
COc1ccccc1N1C(=O)c2ccc(C(=O)Nc3cccc(C(C)=O)c3)cc2C1=O	2.9	1	-2.3	0.6	0.9	7	0	17	·
CC12CCC(=O)C=C1CCC1C2C(O)CC2(C)C1CCC2(O)C(O)CO (configuration not stated)	·	-1	0.0	·	-0.5	-6	0	-3	-0.8
O=C(CN1C(=O)NC2(CCc3ccccc32)C1=O)NCC(F)(F)F (configuration not stated)	3.5	-5	-1.8	0.6	-1.2	-2	-3	10	-3.3
O=C(N/N=C/c1ccco1)C1CC(=O)N(c2ccccc2)C1 (configuration not stated)	-1.2	5	-0.4	1.8	·	-1	-1	-4	-0.4
Cc1c(C(=O)N2CC(C)OC(C)C2)oc2ccccc12 (configuration not stated)	0.4	12	-0.4	0.7	-1.0	2	2	2	1.0
O=C(Nc1ccc(O)cc1)c1ccc2c(c1)C(=O)N(Cc1ccco1)C2=O	-1.9	3	-2.6	-1.1	·	-1	-1	-14	0.6
CCc1ccc(OCC(=O)OCC(=O)c2c(N)n(C)c(=O)n(C)c2=O)cc1	-1.5	-6	0.4	1.5	·	0	4	-4	-1.5
O=C(NCc1cccs1)c1cccc(Nc2nc3ccc(Br)cc3[nH]2)c1	0.3	-8	-1.4	0.2	-0.9	-8	0	-10	-18
O=C(NOCc1ccccc1)c1ccc([N+](=O)[O-])cc1	-1.0	9	0.0	0.6	1.1	-6	0	4	-0.5
NC(=O)c1cc(Br)cc2c3c([nH]c12)CCCC3	3.3	10	0.1	9.8	1.2	-4	6	-6	-1.3
CCCCNC(=O)O[C@@H]1C[C@H]2CCC(=O)N3CC[C@@H](C1)[C@@H]23	4.7	-1	-0.3	-0.4	-0.1	-2	-1	-2	-2.5
Brc1ccc(-c2csc3[n+]2CCCCC3)cc1	1.2	-2	-1.2	-0.7	·	-10	1	-8	-0.9

2 compounds drawn at random from those above:
SMILES	Mtb UGM inh	GDH-TPI counter	BoNT A protease	PfHsp40 rescue	BioA inh	Anthrax LF inh2	FBA Mtb inh	BoNT F protease	FadD28 FP inh
Cc1cc2c(ncn2Cc2ccccc2)c(NS(C)(=O)=O)c1C	0.3	3	-0.2	-1.8	1.8	-1	3	-13	1.3
CCCCNC(=O)O[C@@H]1C[C@H]2CCC(=O)N3CC[C@@H](C1)[C@@H]23	4.7	-1	-0.3	-0.4	-0.1	-2	-1	-2	-2.5

Other records
SMILES	Mtb UGM inh	GDH-TPI counter	BoNT A protease	PfHsp40 rescue	BioA inh	Anthrax LF inh2	FBA Mtb inh	BoNT F protease	FadD28 FP inh
Cc1ccc(SCCC(=O)OCC(=O)Nc2ncc(Cl)cc2Cl)cc1	5.9	13	0.8	2.9	-1.0	1	1	2	-0.3
Cc1ccc2occ(CN3CCN(c4ccccc4)CC3)c(=O)c2c1	1.6	12	-0.6	-0.8	·	-1	3	-8	0.2
CC(C)Oc1ccc(C(=O)NCCNC(=O)c2ccco2)cc1	1.5	-3	-2.1	-2.0	-0.8	1	0	0	0.7
Cc1cc(=O)oc2cc(OCCc3ccccc3)ccc12	3.8	7	1.0	4.3	5.9	7	68*	?	0.5
NC(=O)CSc1nc2ccccc2n1-c1ccccc1	-1.7	5	-0.6	-0.3	0.0	-14	-1	-1	0.3
CN(CC(=O)Nc1ccccc1Cl)C(=O)COC(=O)c1nc(Cl)ccc1Cl	-2.4	-3	0.0	-0.9	·	2	-2	-2	-4.2
